yeast mec2-1: NCI yeast anticancer drug screen, S. cerevisiae mec2-1 strain | growth inhibition, % at 50 µM | 79,000 compounds, 9% hits;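 further: 0% = growth of vehicle-only cultures of the same strain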
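Strain: mec2-1 (DNA repair/cell cycle alteration). Compound exposure, then growth measured; inhibition expressed relative to vehicle.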
rad50: NCI yeast anticancer drug screen, S. cerevisiae rad50 strain | % growth inhibition at 50 µM | AID 155 | 79,000 compounds, 10% hits;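 further: 0% = growth of vehicle-only cultures of the same strain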
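Vehicle-treated cultures provide the reference for the growth inhibition reported for compound-exposed, repair-deficient yeast.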
yeast bub3: NCI yeast anticancer drug screen, S. cerevisiae bub3 mutant strain. % growth inhibition at 50 µM. 78,000 compounds, 9.9% hits;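 further: 0% = growth of vehicle-only cultures of the same strain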
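In this screen, a yeast mutant lacking normal mitotic checkpoint function is challenged with compound. Relative growth versus vehicle gives the inhibition value.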
yeast cln2 rad14: NCI yeast anticancer drug screen, S. cerevisiae cln2 rad14 strain; 78,000 compounds, 8.3% hits; growth inhibition, % at 50 µM;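 further: 0% = growth of vehicle-only cultures of the same strain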
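Readout is yeast growth inhibition versus vehicle-treated controls, using a strain with cln2 and rad14 alterations exposed to compound.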
sgs1 mgt1: NCI yeast anticancer drug screen, S. cerevisiae sgs1 mgt1 strain; AID 161; growth inhibition, % at 50 µM; 78,000 compounds, 10% hits;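 further: 0% = growth of vehicle-only cultures of the same strain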
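Percent growth inhibition was derived by comparing compound-exposed mutant yeast with vehicle-exposed cultures. The strain carries alterations in DNA damage repair.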
yeast mlh1 rad18: NCI yeast anticancer drug screen, S. cerevisiae mlh1 rad18 strain; growth inhibition, % at 50 µM; 79,000 compounds, 11% hits;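 further: 0% = growth of vehicle-only cultures of the same strain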
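Read-out is yeast growth inhibition, calculated against vehicle-only controls. The compound was applied to a strain engineered with DNA damage repair alterations.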
Starred values were filed as active, the others as inactive; & = joins results of further samples. No stated cut-off is given here; in the data, active means growth inhibition above about 70%; inactive means the rest.

For OCC1OC(OCC2OC(OC3(CO)OC(CO)C(O)C3O)C(O)C(O)C2O)C(O)C(O)C1O (centres undefined) the results were yeast mec2-1 -4&-13, rad50 10&-14, yeast bub3 10&-1, yeast cln2 rad14 10&-52, sgs1 mgt1 3&11 and yeast mlh1 rad18 25&-15.
For O=C(CCl)Oc1ccc2ccccc2c1 the results were yeast mec2-1 -2, rad50 27, yeast bub3 13, yeast cln2 rad14 8, sgs1 mgt1 -8 and yeast mlh1 rad18 31.
Screening CCOC(=O)NC(OC)(C(F)(F)F)C(F)(F)F returned yeast mec2-1 -21, rad50 -24, yeast bub3 10, yeast cln2 rad14 -14, sgs1 mgt1 -60 and yeast mlh1 rad18 -41.
For O=C(NI1OC(=O)c2ccccc21)c1ccc(Cl)cc1 the results were yeast mec2-1 6, rad50 -9, yeast bub3 -34, yeast cln2 rad14 -18, sgs1 mgt1 -38 and yeast mlh1 rad18 -6.
CCOC(=O)C(=Cc1ccc(C(=O)OC)cc1)C(=O)OCC was read as yeast mec2-1 75*, rad50 82*, yeast bub3 77*, yeast cln2 rad14 69, sgs1 mgt1 75* and yeast mlh1 rad18 63.
`CC1=CCCCC1O` (centres undefined) gave yeast mec2-1 11, rad50 -7, yeast bub3 14, yeast cln2 rad14 5, sgs1 mgt1 -7 and yeast mlh1 rad18 -1.
For CCCCC(CC)CN(CC(CC)CCCC)C1C=CCCC1 (centres undefined) the results were yeast mec2-1 -10, rad50 4, yeast bub3 6, yeast cln2 rad14 -37, sgs1 mgt1 8 and yeast mlh1 rad18 3.
`COc1nc2nc(Cl)cc(C)c2c2ccccc12` (tested in a mixture with another compound) gave yeast mec2-1 65, rad50 98*, yeast bub3 78*, yeast cln2 rad14 72*, sgs1 mgt1 52 and yeast mlh1 rad18 54.
For c1ccc(Sc2cccc3c(-c4ccccc4)c4cccc5c4c(c23)C[S+]5c2ccccc2)cc1 (centres undefined) the results were yeast mec2-1 99*, rad50 98*, yeast bub3 99*, yeast cln2 rad14 99*, sgs1 mgt1 99* and yeast mlh1 rad18 99*.
Screening Cc1cc(C)c(F)c(C)c1F returned yeast mec2-1 -5, rad50 -8, yeast bub3 6, yeast cln2 rad14 -16, sgs1 mgt1 -5 and yeast mlh1 rad18 -2.
O=S1(=O)OCOS(=O)(=O)OCO1 was read as yeast mec2-1 -29, rad50 -25, yeast bub3 -14, yeast cln2 rad14 -5, sgs1 mgt1 -14 and yeast mlh1 rad18 -20.
Screening CC(C)c1cc(C(C)C)c(S(=O)(=O)N/N=C2\CC3CCC2(C)C3(C)C)c(C(C)C)c1 (centres undefined) returned yeast mec2-1 -17, rad50 -9, yeast bub3 -55, yeast cln2 rad14 -4, sgs1 mgt1 -13 and yeast mlh1 rad18 1.
Screening Oc1ccc(CC2=NCCc3cc(O)c(O)cc32)cc1O returned yeast mec2-1 -8, rad50 15, yeast bub3 0, yeast cln2 rad14 17, sgs1 mgt1 15 and yeast mlh1 rad18 14.
Cc1ccc(Cl)cc1NC(=O)OCCN(C)C(=O)Nc1cc(Cl)ccc1C was read as yeast mec2-1 61, rad50 86*, yeast bub3 47, yeast cln2 rad14 85*, sgs1 mgt1 38 and yeast mlh1 rad18 62.
O=C(O)C(CCc1cccc(Cl)c1)C(=O)O was read as yeast mec2-1 -14, rad50 8, yeast bub3 4, yeast cln2 rad14 2, sgs1 mgt1 -1 and yeast mlh1 rad18 -12.
Screening CC(=O)/C(=C/N1C(=O)CC(=O)NC1=S)C(=O)Nc1ccccc1C returned yeast mec2-1 -74, rad50 -32, yeast bub3 -13, yeast cln2 rad14 7, sgs1 mgt1 -4 and yeast mlh1 rad18 14.
`CN(C)CCC(C(=O)C(C)(C)C)c1ccccn1` (centres undefined) gave yeast mec2-1 -9, rad50 -7, yeast bub3 -17, yeast cln2 rad14 -19, sgs1 mgt1 -6 and yeast mlh1 rad18 -1.
For C[N+](C)(C)CCc1ccccc1 the results were yeast mec2-1 -3, rad50 2, yeast bub3 -13, yeast cln2 rad14 -26, sgs1 mgt1 -1 and yeast mlh1 rad18 16.
For OC1(c2ccccc2)CSC2=Nc3ccccc3C3CCN1N23 (centres undefined) the results were yeast mec2-1 44, rad50 52, yeast bub3 74*, yeast cln2 rad14 16, sgs1 mgt1 80* and yeast mlh1 rad18 81*.
For O=CC1N=C1c1ccccc1 (centres undefined) the results were yeast mec2-1 0, rad50 9, yeast bub3 26, yeast cln2 rad14 18, sgs1 mgt1 1 and yeast mlh1 rad18 16.
For Cc1ccc(O)c(O)c1 the results were yeast mec2-1 -13, rad50 34, yeast bub3 -20, yeast cln2 rad14 -9, sgs1 mgt1 -6 and yeast mlh1 rad18 24.
Screening c1ccc2c(c1)CCCN2c1ncnc2ccccc12 returned yeast mec2-1 -8, rad50 -10, yeast bub3 16, yeast cln2 rad14 -63, sgs1 mgt1 -3 and yeast mlh1 rad18 -7.
For CC1(C)COC2(OCC(COc3ccccc3)O2)C1O (centres undefined) the results were yeast mec2-1 -1, rad50 -8, yeast bub3 6, yeast cln2 rad14 11, sgs1 mgt1 4 and yeast mlh1 rad18 -3.
For NS(=O)(=O)c1ccc(NCc2cnc3ccccc3n2)cc1 the results were yeast mec2-1 -22, rad50 -24, yeast bub3 -21, yeast cln2 rad14 -11, sgs1 mgt1 -4 and yeast mlh1 rad18 11.
COc1ccc(C23CCC(=O)N2CCS3)cc1 (centres undefined) was read as yeast mec2-1 -20, rad50 -1, yeast bub3 30, yeast cln2 rad14 8, sgs1 mgt1 -11 and yeast mlh1 rad18 3.
`O=C(Oc1c(Cl)cc(Cl)cc1Cl)c1ccc([N+](=O)[O-])cc1` gave yeast mec2-1 11, rad50 9, yeast bub3 -9, yeast cln2 rad14 -9, sgs1 mgt1 5 and yeast mlh1 rad18 -1.
Screening Cc1ccc(S(=O)(=O)OCCCl)cc1 returned yeast mec2-1 -2, rad50 33, yeast bub3 0, yeast cln2 rad14 19, sgs1 mgt1 16 and yeast mlh1 rad18 33.
`CCCCCCC(C1C(=O)CC(C)(C)CC1=O)C1C(=O)CC(C)(C)CC1=O` gave yeast mec2-1 14, rad50 3, yeast bub3 -5, yeast cln2 rad14 -16, sgs1 mgt1 2 and yeast mlh1 rad18 31.
`C=C(CN(C)C)C(=O)c1ccc(C(=O)C(=C)CN(C)C)cc1` gave yeast mec2-1 7, rad50 -1, yeast bub3 1, yeast cln2 rad14 -2, sgs1 mgt1 2 and yeast mlh1 rad18 6.
Nc1nc(SCc2ccc([N+](=O)[O-])cc2)nc2c1ncn2C1OC(COP(=O)(O)O)C(O)C1O (centres undefined) was read as yeast mec2-1 -1, rad50 19, yeast bub3 -2, yeast cln2 rad14 -75, sgs1 mgt1 11 and yeast mlh1 rad18 6.
`COc1ccc(C(C)c2cc3c(cc2OC)OCO3)cc1` (centres undefined) gave yeast mec2-1 -33, rad50 9, yeast bub3 3, yeast cln2 rad14 3, sgs1 mgt1 15 and yeast mlh1 rad18 11.
For Cc1ccnc2ccc(O)cc12 the results were yeast mec2-1 1, rad50 18, yeast bub3 -21, yeast cln2 rad14 -16, sgs1 mgt1 15 and yeast mlh1 rad18 -14.
CCOC(=O)/C(O)=C/c1cc(=O)n(C)c2ccccc12 was read as yeast mec2-1 11, rad50 -7, yeast bub3 -10, yeast cln2 rad14 -22, sgs1 mgt1 -6 and yeast mlh1 rad18 -17.
Screening c1ccc2c(c1)Cc1c(-c3ccncc3)n[nH]c1-2 returned yeast mec2-1 33, rad50 49, yeast bub3 19, yeast cln2 rad14 10, sgs1 mgt1 42 and yeast mlh1 rad18 60.
Cc1cc(C(C)(C)C)cc(Cc2cc(C(C)(C)C)cc(Cc3cc(C(C)(C)C)cc(C)c3O)c2O)c1O was read as yeast mec2-1 -5, rad50 -26, yeast bub3 -1, yeast cln2 rad14 -13, sgs1 mgt1 -43 and yeast mlh1 rad18 -24.
O=C(NCCCCNCCCNC(=O)OCc1ccccc1)OCc1ccccc1 was read as yeast mec2-1 -4, rad50 15, yeast bub3 -20, yeast cln2 rad14 -9, sgs1 mgt1 -3 and yeast mlh1 rad18 -60.
`FC(F)(F)c1cccc(CSCc2c(CSCc3cccc(C(F)(F)F)c3)c(CSCc3cccc(C(F)(F)F)c3)c(CSCc3cccc(C(F)(F)F)c3)c(CSCc3cccc(C(F)(F)F)c3)c2CSCc2cccc(C(F)(F)F)c2)c1` gave yeast mec2-1 -2, rad50 -13, yeast bub3 -8, yeast cln2 rad14 12, sgs1 mgt1 -6 and yeast mlh1 rad18 7.
CC(C)OC(=O)N[C@@H]1c2ccccc2CC[C@H]1I was read as yeast mec2-1 6, rad50 24, yeast bub3 25, yeast cln2 rad14 -36, sgs1 mgt1 19 and yeast mlh1 rad18 4.
Screening Cc1cc2c(cc1C)NC(=O)CC(c1ccccc1)=N2 returned yeast mec2-1 -8, rad50 18, yeast bub3 29, yeast cln2 rad14 3, sgs1 mgt1 4 and yeast mlh1 rad18 11.
Screening O=C(O)C1CCCCN1 (centres undefined) returned yeast mec2-1 -18, rad50 -3, yeast bub3 -26, yeast cln2 rad14 -18, sgs1 mgt1 -13 and yeast mlh1 rad18 2.

Entries shown so far that have a COOH group:
O=C(O)C(CCc1cccc(Cl)c1)C(=O)O was read as yeast mec2-1 -14, rad50 8, yeast bub3 4, yeast cln2 rad14 2, sgs1 mgt1 -1 and yeast mlh1 rad18 -12.
Screening O=C(O)C1CCCCN1 (centres undefined) returned yeast mec2-1 -18, rad50 -3, yeast bub3 -26, yeast cln2 rad14 -18, sgs1 mgt1 -13 and yeast mlh1 rad18 2.

3 compounds already listed, arranged by count of non-hydrogen atoms, descending:
`FC(F)(F)c1cccc(CSCc2c(CSCc3cccc(C(F)(F)F)c3)c(CSCc3cccc(C(F)(F)F)c3)c(CSCc3cccc(C(F)(F)F)c3)c(CSCc3cccc(C(F)(F)F)c3)c2CSCc2cccc(C(F)(F)F)c2)c1` gave yeast mec2-1 -2, rad50 -13, yeast bub3 -8, yeast cln2 rad14 12, sgs1 mgt1 -6 and yeast mlh1 rad18 7.
`COc1ccc(C(C)c2cc3c(cc2OC)OCO3)cc1` (centres undefined) gave yeast mec2-1 -33, rad50 9, yeast bub3 3, yeast cln2 rad14 3, sgs1 mgt1 15 and yeast mlh1 rad18 11.
For CC1(C)COC2(OCC(COc3ccccc3)O2)C1O (centres undefined) the results were yeast mec2-1 -1, rad50 -8, yeast bub3 6, yeast cln2 rad14 11, sgs1 mgt1 4 and yeast mlh1 rad18 -3.

Next results:
`CCN=C(N)C(N)=NCC` gave yeast mec2-1 -12, rad50 4, yeast bub3 -4, yeast cln2 rad14 -40, sgs1 mgt1 -7 and yeast mlh1 rad18 -12.
Screening O=C(c1ccc(O)c(Br)c1)c1ccc(O)c(Br)c1 returned yeast mec2-1 76*, rad50 29, yeast bub3 83*, yeast cln2 rad14 44, sgs1 mgt1 64 and yeast mlh1 rad18 88*.
For CN(C)CCCN=c1c2ccccc2n(C)c2[nH]c(=O)n(C)c(=O)c12 the results were yeast mec2-1 -1, rad50 -32, yeast bub3 0, yeast cln2 rad14 -9, sgs1 mgt1 -16 and yeast mlh1 rad18 -7.
Cc1cc(=O)c2c(O)c3c(O)cc(O)c4c5c(O)cc(O)c6c(O)c7c(=O)cc(C)c8c1c2c(c34)c(c65)c78 was read as yeast mec2-1 42&-6, rad50 51&11, yeast bub3 0&-16, yeast cln2 rad14 31&14, sgs1 mgt1 38&-4 and yeast mlh1 rad18 38&-48.
`Clc1cccc[n+]1CCc1ccccc1` gave yeast mec2-1 23, rad50 9, yeast bub3 8, yeast cln2 rad14 -5, sgs1 mgt1 5 and yeast mlh1 rad18 44.
For S=C1SCN(C(c2ccccc2)c2ccccc2)CN1C(c1ccccc1)c1ccccc1 the results were yeast mec2-1 22, rad50 12, yeast bub3 -5, yeast cln2 rad14 -20, sgs1 mgt1 9 and yeast mlh1 rad18 28.
For CCC(CC)C(=O)NCC(=O)NO the results were yeast mec2-1 3, rad50 2, yeast bub3 1, yeast cln2 rad14 -36, sgs1 mgt1 1 and yeast mlh1 rad18 9.
`O=C1c2ccccc2CCCCCCCCCCC12OCCCO2` gave yeast mec2-1 -14, rad50 -1, yeast bub3 -34, yeast cln2 rad14 -17, sgs1 mgt1 -36 and yeast mlh1 rad18 -32.
Screening NC(=S)C(=S)NCCO returned yeast mec2-1 2, rad50 19, yeast bub3 -3, yeast cln2 rad14 -68, sgs1 mgt1 -6 and yeast mlh1 rad18 -12.
Screening O=C1c2ccccc2CC12CCC1(CC2)OCCO1 returned yeast mec2-1 -1, rad50 -14, yeast bub3 -12, yeast cln2 rad14 27, sgs1 mgt1 4 and yeast mlh1 rad18 -24.
FC(F)(F)c1ccc2nc3c4ccccc4c4ccccc4c3nc2c1 was read as yeast mec2-1 11, rad50 42, yeast bub3 18, yeast cln2 rad14 42, sgs1 mgt1 24 and yeast mlh1 rad18 30.
`COc1ccc(OC/C=C\Cl)cc1` gave yeast mec2-1 -2, rad50 -7, yeast bub3 -2, yeast cln2 rad14 -59, sgs1 mgt1 4 and yeast mlh1 rad18 10.

Source: PubChem
